GRK2 aptamer HTS: human GRK2 inhibition via aptamer displacement. P25098. bead flow cytometry, FAM-aptamer displacement from GRK2. inhibition of aptamer binding, % at 10 µM. 330,000 compounds, 0.59% hits;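 active means inhibition of aptamer binding above 40%, roughly 3 SD of noise, on plates passing a quality check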;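 further: median bead fluorescence of bound FAM aptamer so fluorescent compounds give negative values; no value below 0 was filed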
Yeast superoxide: yeast age-related superoxide inhibition as caloric restriction mimetic; AID 2690; S. cerevisiae aged cells, superoxide DHE fluorescence; stronger effect = lower value; 330,000 compounds, 0.18% hits; superoxide response (% of plate mean), % at 10 µM;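 active means superoxide response under a set limit, about three screen SD below normal, cut at about 65% in these data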;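 further: yeast aged for seven days with compound at 30 °C before DHE staining; 100% = average MFI of all compound-treated wells on the plate with controls excluded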
RPL19A-GFP yeast: modulators of TOR pathway RPL19A-GFP in S. cerevisiae. S. cerevisiae RPL19A-GFP strain, flow cytometry, 3 h; stronger effect = lower value. percent response vs DMSO, % at 10 µM. 330,000 compounds, 0.3% hits;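 active means percent response vs DMSO below 50%; inconclusive means fewer than 70 events counted for the yeast strain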;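 further: median channel GFP fluorescence of the barcoded RPL19A-GFP strain; ratio of sample median GFP to plate DMSO average so 100% = DMSO; lower means less RPL19A-GFP as with rapamycin TOR inhibition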
MEP2 TOR yeast: modulators of TOR pathway MEP2-GFP in S. cerevisiae | S. cerevisiae MEP2-GFP strain, flow cytometry GFP, 3 h; 100% = DMSO control level | GFP response vs DMSO, % at 10 µM | 330,000 compounds, 0.51% hits | AID 2016;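 active means GFP response versus DMSO above a set limit, roughly screen mean plus 3 SD, cut at about 180% in these data; inconclusive means fewer than 70 cells counted for a yeast strain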;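 further: median GFP fluorescence of the barcode-gated MEP2-GFP cells per well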
LAP4 TOR yeast: alters LAP4-GFP fluorescence in TOR pathway yeast screen; S. cerevisiae LAP4-GFP multiplex, flow cytometry GFP, 3 h; median GFP as percent of DMSO wells; 320,000 compounds, 0.34% hits; GFP response vs DMSO, % at 10 µM;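 active means GFP response vs DMSO above a set limit, about the screen mean plus 3 SD, cut at about 150% in these data; inconclusive means under 70 cell events counted for the yeast strain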
CIT2-GFP yeast: modulators of TOR pathway CIT2-GFP in S. cerevisiae; GFP response vs DMSO, % at 10 µM; AID 2029; S. cerevisiae CIT2-GFP strain, flow cytometry, 3 h; 100 means same as DMSO wells; 320,000 compounds, 0.065% hits;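 active means GFP response relative to DMSO above a set limit, near the screen mean plus 3 SD, cut at about 150% in these data; inconclusive means Fewer than 70 cells measured for a yeast strain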;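 further: ratio of well median GFP fluorescence to mean of DMSO wells on the plate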
AGP1-GFP MLPCN: yeast TOR pathway AGP1-GFP modulation. S. cerevisiae AGP1-GFP multiplex flow cytometry, 3 h; GFP as percent of DMSO wells. GFP response vs DMSO, % at 10 µM. 320,000 compounds, 0.02% hits. AID 2066;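 active means GFP response relative to DMSO above a set limit, near screen average plus 3 SD, cut at about 150% in these data; inconclusive means fewer than 70 cells counted for the yeast strain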;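 further: median GFP channel fluorescence of the gated AGP1 strain per well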
VLA-4 inh: inhibition in a human VLA-4 binding assay | P13612 | VLA-4 expressing cells, ligand binding flow cytometry | inhibition, % (about 7 µM as worked out from the volumes in the protocol) | 330,000 compounds, 0.2% hits | AID 2557; in the data active means inhibition above about 50%
Target sequence (P13612 whole entry, looked up): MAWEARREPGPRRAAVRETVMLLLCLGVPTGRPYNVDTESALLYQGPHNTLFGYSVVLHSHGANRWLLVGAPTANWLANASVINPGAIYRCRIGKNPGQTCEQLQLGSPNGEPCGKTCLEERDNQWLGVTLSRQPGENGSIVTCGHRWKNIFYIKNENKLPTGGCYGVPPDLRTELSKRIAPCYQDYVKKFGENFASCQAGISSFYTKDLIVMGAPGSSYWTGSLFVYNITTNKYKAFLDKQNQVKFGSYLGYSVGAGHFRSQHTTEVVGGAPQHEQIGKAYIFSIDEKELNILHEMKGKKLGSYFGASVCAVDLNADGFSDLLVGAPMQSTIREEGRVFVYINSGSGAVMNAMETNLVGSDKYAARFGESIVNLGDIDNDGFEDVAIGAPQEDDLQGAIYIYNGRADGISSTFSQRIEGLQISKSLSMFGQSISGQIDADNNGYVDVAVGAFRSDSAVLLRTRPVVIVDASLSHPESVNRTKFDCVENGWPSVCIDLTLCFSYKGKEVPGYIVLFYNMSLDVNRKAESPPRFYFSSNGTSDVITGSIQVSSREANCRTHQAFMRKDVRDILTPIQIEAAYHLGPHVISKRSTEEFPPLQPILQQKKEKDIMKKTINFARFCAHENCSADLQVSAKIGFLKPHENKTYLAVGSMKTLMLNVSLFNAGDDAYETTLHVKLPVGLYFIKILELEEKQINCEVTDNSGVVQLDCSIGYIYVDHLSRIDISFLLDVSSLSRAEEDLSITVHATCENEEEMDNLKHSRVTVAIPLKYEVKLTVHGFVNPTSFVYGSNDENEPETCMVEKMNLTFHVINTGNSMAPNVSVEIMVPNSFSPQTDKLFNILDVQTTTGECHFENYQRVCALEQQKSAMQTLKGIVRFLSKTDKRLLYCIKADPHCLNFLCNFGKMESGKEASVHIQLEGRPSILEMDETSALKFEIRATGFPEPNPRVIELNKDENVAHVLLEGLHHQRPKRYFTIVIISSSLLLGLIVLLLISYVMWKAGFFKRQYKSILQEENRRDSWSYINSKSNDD
Starred values were filed as active, the others as inactive; ? = inconclusive; [ ] = another dose, or the depositor's remark.

Below each SMILES: GRK2 aptamer HTS	Yeast superoxide	RPL19A-GFP yeast	MEP2 TOR yeast	LAP4 TOR yeast	CIT2-GFP yeast	AGP1-GFP MLPCN	VLA-4 inh
CCN(CC)C(=O)CSc1nnc(-c2cc3ccccc3cc2O)n1CC
  0.0	109.9	99.2	96.5	103.5	88.3	90.4	-1.5
Cc1ccc(C(=O)C(C)OC(=O)Cn2c(C)csc2=O)cc1 (stereo not drawn)
  0.0	111.1	107.7	99.6	77.9	109.7	81.0	-4.6
CC(=O)[C@@]1(O)[C@H](C)CC2C3CC=C4CC(OP(=O)(O)O)CC[C@]4(C)C3CC[C@@]21C (stereo partly drawn)
  0.0	112.9	87.0	105.9	84.3	88.9	79.7	3.8
CCCOc1cccc(C(=O)Nc2cc(NC(=O)c3ccco3)ccc2OC)c1
  1.0	95.5	98.3	99.5	105.0	96.6	104.6	25.7
COc1ccc(-c2nc(=S)c3c(n2Cc2cccnc2)CC(C)(C)OC3)cc1
  1.0	108.4	101.8	96.7	98.6	111.7	106.6	-7.0
O=C1CN(CC(=O)N2CCOCC2)c2ccccc2O1
  2.0	106.7	102.8	101.2	97.2	114.5	109.2	7.7
CN(C)S(=O)(=O)N1CCN(c2cc(Cl)ccc2Cl)CC1
  3.0	107.6	103.0	93.5	114.4	85.9	94.9	-1.2
O=S(=O)(NCc1ccco1)c1cccc(S(=O)(=O)N2CCCCC2)c1
  3.0	195.2	96.8	104.3	98.0	108.8	102.3	-9.7
CC(=O)N1CCN(C2=NC(=O)/C(=C\c3cccs3)S2)CC1
  0.0	112.2	96.7	89.3	93.8	95.6	99.4	-8.1
COc1ccc(C(=O)NC(C)c2cccnc2)cc1S(=O)(=O)N(C)Cc1ccccc1 (stereo not drawn)
  0.0	96.6	99.4	97.8	102.2	104.6	104.9	9.6
O=C(Nc1ccc([N+](=O)[O-])cc1)Nc1ccc(Cl)cc1F
  0.0	95.4	100.4	95.9	103.4	100.8	102.5	-0.3
CC1CCN(C(=O)c2cc(-c3ccccc3O)on2)CC1
  0.0	124.2	100.8	90.0	88.2	104.2	97.7	-10.7
COc1ccc(-c2nc3c4ccccc4ccn3c2CN2CCOCC2)cc1OC
  1.0	87.6	99.3	94.8	116.3	95.3	102.1	2.9
CN(CC(=O)NCc1ccc(F)cc1)S(=O)(=O)c1cccc2nsnc12
  27.0	92.7	96.3	99.2	98.6	100.9	101.7	-4.3
CC(=O)c1cccc(NS(=O)(=O)c2c(C)n[nH]c2C)c1
  5.0	93.5	104.5	101.0	103.4	105.3	114.6	7.6

Below each SMILES: GRK2 aptamer HTS	Yeast superoxide	RPL19A-GFP yeast	MEP2 TOR yeast	LAP4 TOR yeast	CIT2-GFP yeast	AGP1-GFP MLPCN	VLA-4 inh
CC1CCCN(C(=S)Nc2ccc3nc4n(c(=O)c3c2)CCCCC4)C1 (stereo not drawn)
  2.0	116.6	102.8	106.7	99.7	101.2	111.5	1.3
Cc1nc2ccc(S(=O)(=O)N(C)CC(=O)N3CCc4ccccc4C3)cc2s1
  0.0	93.9	94.5	99.2	95.3	99.1	100.4	20.2
C[C@@]12C(=O)N(Cc3ccccc3)CC(=O)N1[C@H]1c3ccccc3OC[C@@H]1[C@@H]2c1ccccc1
  2.0	110.8	100.2	100.6	97.6	105.6	103.1	10.9
Cc1cccc(C(=S)N2CCOCC2)n1
  0.0	101.7	103.3	108.9	101.0	109.4	104.7	35.3
CCOc1ccc(CCNC(=O)C2CCCN2C(=O)OCc2ccccc2)cc1OCC (stereo not drawn)
  0.0	99.5	99.5	99.7	95.0	98.2	93.6	30.4
COc1ccc(C(=O)NC(=S)N2CCCCC2)cc1[N+](=O)[O-]
  7.0	80.5	96.3	96.9	94.2	95.0	94.6	25.7
COc1cccc(C(=O)C2CCCN(Cc3cccc(-n4cccn4)c3)C2)c1 (stereo not drawn)
  0.0	102.0	99.7	98.8	96.9	80.1	107.6	-0.8
COc1cc(NC(=O)c2ccc(OC)c([N+](=O)[O-])c2)ccc1NC(=O)c1ccco1
  2.0	120.9	95.1	94.7	97.3	99.1	104.9	-7.8
CCOc1ccc(C(=O)NCC(=O)OCc2c(F)cccc2Cl)cc1
  0.0	117.4	107.1	114.0	109.1	105.1	105.3	3.1
O=C(/C=C/c1ccc(NC(=O)c2ccccc2-c2ccccc2C(=O)O)cc1)c1ccccc1
  2.0	91.3	102.7	156.8	102.0	99.7	92.9	2.5
COc1ccc(Cl)cc1NC(=O)Nc1ccccc1C(N)=O
  5.0	93.0	101.9	104.7	93.6	105.6	98.1	20.1
Cc1ccccc1NC(=O)CON=C(N)c1ccccc1
  6.0	83.7	96.4	98.9	94.6	91.7	99.0	16.4
O=C(NN=c1c(=O)c2ccccc2c1=O)c1ccccc1
  2.0	101.1	94.8	86.5	104.9	88.0	88.9	14.7
On1nnc2ccccc21
  0.0	110.0	96.8	110.3	98.1	96.9	93.0	4.3
O=[N+]([O-])c1ncccc1OCc1ccc(Cl)c(Cl)c1
  1.0	93.7	108.9	111.0	121.8	99.8	107.5	-15.2

Below each SMILES: GRK2 aptamer HTS	Yeast superoxide	RPL19A-GFP yeast	MEP2 TOR yeast	LAP4 TOR yeast	CIT2-GFP yeast	AGP1-GFP MLPCN	VLA-4 inh
COc1cc(/C=C/C(=O)O)cc(S(=O)(=O)Nc2ccccc2Oc2ccccc2)c1OC
  0.0	97.6	98.3	97.3	87.7	111.0	99.5	-7.9
CC(C)(C)C(=O)N1CCN(c2ccc([N+](=O)[O-])c(NCc3cccnc3)c2)CC1
  2.0	100.2	92.3	97.5	100.4	94.7	98.9	1.8
Cc1cccn2c(=O)c3cc(C(=O)NCCCOC(C)C)sc3nc12
  20.0	109.4	100.7	101.6	107.9	97.0	104.3	-4.0
COc1cc(C2C(C#N)=C(N)Oc3cc(N)ccc32)cc(OC)c1OC (stereo not drawn)
  3.0	83.3	98.5	108.1	104.6	98.7	104.4	11.1
O=C(/C=C\NCC(=O)c1ccccc1)c1ccc2ccccc2c1
  0.0	130.7	111.7	105.1	90.0	98.6	106.7	23.1
S=C(NCc1ccccc1)N1CCc2ccccc2C1
  0.0	96.8	94.4	79.1	114.5	74.7	87.4	17.7
Cc1onc(-c2c(F)cccc2Cl)c1C(=O)OCc1cnc(Cl)s1
  1.0	89.3	101.9	98.9	98.8	96.8	101.0	42.1
O=C(CNC(=O)c1ccc(Cl)cc1Cl)OC1CCCCC1=O (stereo not drawn)
  0.0	110.0	99.3	97.2	100.0	109.8	101.0	4.4
CSc1ccc(/C=N/n2c(C3CCCCC3)n[nH]c2=S)cc1
  3.0	91.8	88.3	92.3	95.5	91.1	87.8	4.4
O=[N+]([O-])c1cccc(C(=Nc2ccccc2)NO)c1
  6.0	98.7	108.8	112.1	91.5	114.1	105.7	6.8
COc1ccc(C2CCCN2C(=S)Nc2cccc(C)c2C)cc1OC (stereo not drawn)
  1.0	83.1	96.0	97.5	108.4	104.4	107.7	-2.2
COC(=O)c1ccc(N(C(=O)CNC(=O)c2ccco2)C(C(=O)NCC2CCCO2)c2ccc(OC)c(OC)c2)cc1 (stereo not drawn)
  0.0	96.6	102.6	106.3	100.6	100.9	101.7	11.2
Cc1ccc(N2C(=O)c3ccccc3C2C(=O)c2ccc(O)cc2O)cc1 (stereo not drawn)
  1.0	105.9	97.6	101.3	90.2	98.0	95.1	1.3
COc1cc(OC)cc(C(=O)NNC(=O)CN2C(=O)NC3(CCCC3)C2=O)c1
  1.0	97.5	105.1	104.8	110.4	109.1	108.4	15.6
CC(C)Oc1cccc(C(=O)C2CCCN(C(=O)c3csnn3)C2)c1 (stereo not drawn)
  2.0	98.2	93.8	102.0	96.7	101.1	100.8	3.1

Below each SMILES: GRK2 aptamer HTS	Yeast superoxide	RPL19A-GFP yeast	MEP2 TOR yeast	LAP4 TOR yeast	CIT2-GFP yeast	AGP1-GFP MLPCN	VLA-4 inh
Cc1ccc(C(=O)OCC(=O)Nc2ccc3[nH]c(=O)[nH]c3c2)o1
  0.0	79.7	102.5	104.7	102.0	103.3	108.1	-0.3
COc1ccccc1-c1cc(C(=O)Nc2c(F)cc(F)cc2Br)no1
  2.0	153.0	102.1	101.7	104.8	97.6	95.3	10.8
CN1CCN(CC(O)COC(c2ccccc2)c2ccccc2)CC1 (stereo not drawn)
  0.0	97.3	103.7	104.3	101.0	103.1	102.2	-3.6
S=C(Nc1cccc(Cl)c1)NC1CCCCC1
  1.0	98.0	88.2	95.6	94.0	85.2	87.4	14.5
COc1ccc(/C=C/C(=O)NCC(=O)N/N=C/c2cc(Br)ccc2OC)cc1
  2.0	108.9	96.5	101.2	91.5	95.4	92.9	14.0
Nc1nc(CN2CCN(c3ccccc3F)CC2)nc(Nc2ccc3c(c2)OCCO3)n1
  0.0	99.2	103.8	105.2	103.1	101.9	103.6	17.5
O=C(CC1CCCC1)N1CCN(S(=O)(=O)c2ccccc2)CC1
  0.0	103.9	91.2[may fluoresce violet]	116.6[may fluoresce violet]	82.3[may fluoresce violet]	?	23.5[may fluoresce violet]	-1.6
COc1ccc(CN2CCN(C(=O)c3ccc4nc(N5CCOCC5)sc4c3)CC2)c(OC)c1OC
  3.0	99.1	109.3	114.0	96.7	107.7	101.6	-15.9
COc1ccc(OC)c(-c2cc(C3CCN(C(=O)OC(C)(C)C)CC3)[nH]n2)c1
  2.0	104.7	99.7	96.6	106.3	92.0	102.3	-1.1
Cc1nc2cc(NC(=O)c3ccco3)ccc2n1C
  4.0	83.0	96.7	95.7	101.5	103.6	103.4	9.7
COc1cc(C)c(Cl)cc1S(=O)(=O)N1CCSC1
  0.0	107.6	105.2	103.9	99.6	106.1	107.3	9.0
O=C(C1CCCO1)N1CCN(C(=S)Nc2ccc(Br)cc2)CC1 (stereo not drawn)
  2.0	99.0	98.1	98.3	103.1	99.8	98.1	3.6
Cc1ccc(NS(=O)(=O)c2cccc(C(=O)NNC(=O)c3ccco3)c2)c(C)c1
  0.0	139.3	103.9	109.8	102.6	99.3	104.2	-2.8
CCc1nnc(NC(=O)CSc2nnc(CNc3ccc(Cl)cc3)o2)s1
  3.0	94.5	99.6	120.8	106.8	107.7	106.3	-16.6
CCOC(=O)C1=C(c2ccccc2)NC(SC)=C(C#N)C1c1cccnc1 (stereo not drawn)
  4.0	102.8	114.5	106.3	90.5	115.1	109.9	8.9

Below each SMILES: GRK2 aptamer HTS	Yeast superoxide	RPL19A-GFP yeast	MEP2 TOR yeast	LAP4 TOR yeast	CIT2-GFP yeast	AGP1-GFP MLPCN	VLA-4 inh
Cc1nnc(SCCn2c(N3CCC(C)CC3)nc3c2c(=O)[nH]c(=O)n3C)s1
  0.0	105.9	105.3	105.2	104.3	97.1	98.7	9.6
CCOc1ccc(C(=O)CSCCC(=O)O)cc1
  2.0	89.1	106.8	108.1	96.3	110.1	105.2	0.6
COc1ccc(CC(=O)OC(C)C(=O)c2ccc(C)cc2)cc1 (stereo not drawn)
  4.0	105.7	100.6	109.0	110.2	101.3	106.6	-8.2
COC(=O)C1=C(C)N(Cc2ccccc2)C(=NCCc2cccnc2)N[C@H]1c1ccccc1
  0.0	100.2	101.2	94.9	105.5	92.6	92.3	14.4
O=C(CCl)N1N=C(c2ccco2)CC1c1cccs1 (stereo not drawn)
  0.0	85.3	98.0	105.7	99.2	96.7	101.2	1.4
CCn1c(C(C)NC(=O)c2cccc(C)c2)n[nH]c1=S (stereo not drawn)
  0.0	93.1	102.7	106.5	95.8	98.2	95.6	-7.2
Cc1cc(Cl)ccc1OCCCC(=O)OCC(N)=O
  1.0	113.1	98.0	112.9	124.6	99.5	102.7	-4.5
O=C(NNc1cc(N2CCCC2)nc(N2CCCC2)n1)c1ccc([N+](=O)[O-])cc1
  10.0	106.1	110.3	108.1	109.6	107.7	104.8	4.8

Compound activity from PubChem.
